Screening data deposited in PubChem by several laboratories.
CHRM4 PAM: potentiates acetylcholine response at human M4 receptor | AID 624126 | hit rate 0.4% among 360,000 | P08173 | activation, % at 3 µM | CHO-K1 hM4/Gqi5, Fluo-8 calcium fluorescence, ACh EC20; 0% = ACh EC20, 100% = maximal ACh;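 active means activation above its plate's cutoff, the mean activation of sample wells plus 3 SD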; further: some results filed as inactive read as strong as hits
Target sequence (P08173 whole entry, looked up): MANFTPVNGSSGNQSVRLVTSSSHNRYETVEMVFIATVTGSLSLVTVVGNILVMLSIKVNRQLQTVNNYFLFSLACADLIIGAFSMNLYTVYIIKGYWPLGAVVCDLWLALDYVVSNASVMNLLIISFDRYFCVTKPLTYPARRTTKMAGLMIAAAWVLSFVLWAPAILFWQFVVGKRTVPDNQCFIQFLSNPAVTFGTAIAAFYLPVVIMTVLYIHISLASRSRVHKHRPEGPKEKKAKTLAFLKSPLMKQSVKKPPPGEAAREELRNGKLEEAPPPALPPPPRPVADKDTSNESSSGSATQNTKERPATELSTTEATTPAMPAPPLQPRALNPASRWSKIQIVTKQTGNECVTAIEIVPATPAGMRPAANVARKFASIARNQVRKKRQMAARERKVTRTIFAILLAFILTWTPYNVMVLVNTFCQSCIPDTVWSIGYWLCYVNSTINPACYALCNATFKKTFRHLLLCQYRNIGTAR
CHRM5 agonist: agonists of human muscarinic M5 receptor (CHRM5) | P08912 | CHO-K1 hM5 cells, Fluo-8 calcium fluorescence; 0% DMSO wells, 100% maximal acetylcholine response | activation, % at 3 µM | hit rate 0.19% among 360,000;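 active means activation above the run's mean over test compounds plus 3 SD, cut at about 23% in these data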;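 further: signal is peak over basal fluorescence ratio across the kinetic read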
Target sequence (P08912 whole entry, looked up): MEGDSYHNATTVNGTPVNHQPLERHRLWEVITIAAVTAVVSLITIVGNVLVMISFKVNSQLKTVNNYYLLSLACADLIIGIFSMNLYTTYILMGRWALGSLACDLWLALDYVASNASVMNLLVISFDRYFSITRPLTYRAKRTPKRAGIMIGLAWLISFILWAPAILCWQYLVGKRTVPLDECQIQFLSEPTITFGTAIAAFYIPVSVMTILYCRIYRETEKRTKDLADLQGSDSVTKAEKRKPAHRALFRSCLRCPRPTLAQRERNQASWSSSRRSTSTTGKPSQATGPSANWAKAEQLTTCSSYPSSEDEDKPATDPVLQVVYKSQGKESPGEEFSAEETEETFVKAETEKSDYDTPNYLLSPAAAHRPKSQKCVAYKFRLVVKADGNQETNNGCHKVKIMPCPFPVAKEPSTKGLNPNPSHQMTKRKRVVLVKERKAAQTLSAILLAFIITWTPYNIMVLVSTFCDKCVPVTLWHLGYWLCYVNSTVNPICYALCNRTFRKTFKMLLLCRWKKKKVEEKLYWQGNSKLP
M5 antag: CHRM5 antagonism in calcium assay. CHO-hM5 cells, Fluo-8 calcium fluorescence, ACh EC80. inhibition, % at 3 µM. hit rate 0.59% among 360,000. AID 624040;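 active means inhibition above a per-plate cutoff, the mean of that plate's test compounds plus 3 SD, cut at about 27% in these data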;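 further: 0% = acetylcholine EC80 with DMSO and 100% = DMSO without agonist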
CRFBP-R2 block: blocks CRF-induced signaling of the CRF-BP/CRF-R2 complex. hit rate 0.59% among 350,000. AID 588475. inhibition, % at 11.8 µM. HEK293 CRF-R2/CRF-BP, CRF-induced calcium fluorescence;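 active means inhibition of the ligand-induced calcium signal above about 50% at the single tested concentration, limit read from the data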
CHRM4 antagonist: CHRM4 antagonism in calcium assay; P08173; CHO-hM4 cells, ACh EC80, Fluo-8 calcium fluorescence; inhibition, % at 3 µM; hit rate 0.73% among 360,000; AID 624125;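 active means inhibition above its plate's cutoff, the mean inhibition of sample wells plus 3 SD, cut at about 27% in these data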;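 further: 0% = acetylcholine EC80 with DMSO and 100% = DMSO without agonist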
CHRM4 agonist: agonists of human muscarinic M4 receptor (CHRM4); P08173; CHO-K1 hM4/Gqi5, Fluo-8 calcium fluorescence; vehicle 0%, full acetylcholine response 100%; activation, % at 3 µM; hit rate 0.14% among 360,000;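 active means activation above the run mean over all test wells plus 3 SD, cut at about 32% in these data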;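 further: peak over basal fluorescence ratio per well then scaled between controls; 0% = DMSO wells and 100% = acetylcholine at EC100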
CRFBP-R2 agonist: agonists of human CRF-binding protein/CRF-R2 receptor complex; HEK293 CRF-R2/CRF-BP, calcium dye fluorescence (FLIPR); percent of saturating CRF peptide response; activation, % at 13.2 µM; hit rate 0.46% among 350,000; AID 588473;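 active means activation of at least 50%, plus an integration ratio under a set limit after plate pattern correction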;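 further: plate controls were neutral control wells without compound for no effect and CRF at EC100 for full effect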
M5 PAM: CHRM5 positive allosteric modulation | P08912 | CHO-K1 hM5, Fluo-8 calcium, ACh EC20 PAM; 0% = ACh EC20, 100% = ACh EC100 | activation, % at 3 µM | hit rate 0.3% among 360,000 | AID 624038;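 active means activation above the run cutoff, the mean activation of all test compounds plus 3 SD, cut at about 18% in these data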
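System – CHO-K1 hM5 cells · Compound – 3 µM, single dose · Incubation – compound preincubation 140 s before EC20 acetylcholine addition · Technique – Fluo-8 calcium fluorescence · Measure – Max/basal fluorescence ratio as % of EC20–EC100 ACh window · Benchmarks – low control EC20 acetylcholine (0%), high control EC100 acetylcholine (100%) · Replication – singlicate, one well per test compound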
IDE inh: inhibits human insulin-degrading enzyme in HEK cells; hit rate 0.41% among 320,000; P14735; AID 434962; inhibition, % at 5.59 µM; FAbetaB cleavage, fluorescence polarization;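 active means percent inhibition above the average of all tested compounds plus 3 SD, set per screening campaign, cut at about 16% in these data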;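 further: IDE supplied by intact live HEK cells; FP after avidin binding of uncleaved biotin substrate so inhibition keeps polarization high; 0% = DMSO wells and 100% = 60 µM reference IDE inhibitor Ii1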
* = called active by the depositor; nt = no result given.

CHRM4 PAM	CHRM5 agonist	M5 antag	CRFBP-R2 block	CHRM4 antagonist	CHRM4 agonist	CRFBP-R2 agonist	M5 PAM	IDE inh	Structure
-9	-8	5	-10	6	0	1.0	-13	-3	CN1CCN(c2ccc(NS(=O)(=O)c3ccc(Cl)cc3)cn2)CC1
0	-2	6	7	8	0	0.5	1	7	COc1ccc(/C=C2\C(=N)N3N=C(CC(=O)N4CCOCC4)SC3=NC2=O)cc1
-3	-2	-1	14	2	1	0.0	1	-6	CC(C)Oc1ccc(C(=O)NC2CCS(=O)(=O)C2)cc1 (stereo unspecified)
10	5	-17	12	-7	1	0.0	21*	6	Cc1[nH]n(-c2ccccc2)c(=O)c1C(=O)c1ccccc1
8	1	2	-2	-5	-1	0.5	1	nt	O=C(COC(=O)c1cccc(Br)c1)NC(=O)NC1CCCC1
1	-3	1	nt	-3	3	nt	-2	nt	O=C(NC(c1ccc(Cl)cc1)c1cnccn1)C1CCN(CCCc2ccccc2)CC1 (stereo unspecified)
-5	-2	6	-4	-5	0	-0.2	-1	7	Cc1cc(NC(=O)CSc2c[nH]c3ccccc23)no1
4	-1	5	-5	-3	1	0.7	0	1	Cc1ccccc1Oc1nc2c(c(=O)n(C)c(=O)n2C)n1C
3	-2	3	-17	7	1	-0.6	-1	3	CC(=O)C1=C(C)NC(=O)CC1c1ccc(Br)cc1 (stereo unspecified)
-10	-6	-7	24	9	-1	-4.9	-9	3	COc1ccc(C)cc1NC(=O)Nc1ccccc1SC
3	0	5	12	-12	3	0.1	-3	-1	COc1ccc(NC(=O)CN(C)S(=O)(=O)c2cccc3nsnc23)cc1
-3	-2	4	8	2	0	0.0	-4	4	CCOC(=O)c1c[nH]n2c(=O)cc(C)nc12
2	-1	1	-3	-1	0	0.8	3	-4	Cc1ccc(NC(=O)CCS(=O)(=O)c2cccc3nonc23)c(Cl)c1
9	-3	-1	-4	-25	1	0.1	8	-3	O=C(O)c1ccc2c(=O)n3c(nc2c1)/C(=C/c1ccc(F)cc1)CC3
3	-2	-7	-10	1	0	0.8	5	-3	Cc1cc(=O)[nH]c(N2CCc3ccccc3C2)n1
6	-2	1	14	-2	2	-2.0	0	-4	COc1ccc(/C=N/OC/C(O)=C(\C#N)c2nc3ccccc3[nH]2)cc1OC
-1	-5	4	10	0	3	-1.8	-2	nt	CCOC(=O)N1CCN(Cc2ccc3ccccc3c2)CC1
3	5	18	0	-4	10	-0.7	-4	-1	CN(CC(=O)Nc1ccc(Cl)c(C(F)(F)F)c1)C(=O)COC(=O)C1CC2CCCC(C1)C2=O (stereo unspecified)
4	1	-1	nt	-5	0	nt	3	nt	Cc1ccc(S(=O)(=O)NC(=O)C2(C)CCN2C(=O)CCc2ccc(Cl)cc2Cl)nc1 (stereo unspecified)
-4	-2	-12	14	-14	-1	8.0	6	-3	C/C(=N/OCO/N=C(/C)c1ccc(F)cc1)c1ccc(F)cc1
-7	-4	5	-9	-6	3	-1.8	-6	-1	Cc1cccc(OCCNC(=O)c2ccc(Oc3ccc(C(F)(F)F)cc3[N+](=O)[O-])cc2)c1
-2	-4	-2	5	-17	5	2.2	-1	nt	Cc1cc(C(=O)COC(=O)c2ccc(NC(=O)CC#N)cc2)c(C)n1C1CC1
6	-4	-8	46	-26	5	-6.4	6	-1	COc1ccc(NC(=O)[C@@H]2CC=C[C@@H]3CCN(Cc4ccc(Cl)c(Cl)c4)C(=O)[C@@H]32)cc1
0	1	7	-3	4	1	-1.2	-5	3	Cc1c(C(=O)NC(C)C)sc2ncn(CC(=O)N3CCC(C)CC3)c(=O)c12
-3	0	7	18	-1	1	-1.7	-1	-1	Cc1ccsc1/C=N\NC(=O)c1n[nH]c2c1CCC2

Part of the list above, with two lines to a compound.
The line under a structure holds: CHRM4 PAM	CHRM5 agonist	M5 antag	CRFBP-R2 block	CHRM4 antagonist	CHRM4 agonist	CRFBP-R2 agonist	M5 PAM	IDE inh
- CN(CC(=O)Nc1ccc(Cl)c(C(F)(F)F)c1)C(=O)COC(=O)C1CC2CCCC(C1)C2=O (stereo unspecified)
→ 3	5	18	0	-4	10	-0.7	-4	-1
- Cc1ccc(S(=O)(=O)NC(=O)C2(C)CCN2C(=O)CCc2ccc(Cl)cc2Cl)nc1 (stereo unspecified)
→ 4	1	-1	nt	-5	0	nt	3	nt
- C/C(=N/OCO/N=C(/C)c1ccc(F)cc1)c1ccc(F)cc1
→ -4	-2	-12	14	-14	-1	8.0	6	-3
- Cc1cccc(OCCNC(=O)c2ccc(Oc3ccc(C(F)(F)F)cc3[N+](=O)[O-])cc2)c1
→ -7	-4	5	-9	-6	3	-1.8	-6	-1

Additional entries:
CHRM4 PAM	CHRM5 agonist	M5 antag	CRFBP-R2 block	CHRM4 antagonist	CHRM4 agonist	CRFBP-R2 agonist	M5 PAM	IDE inh	Structure
2	0	-2	-32	-4	1	1.4	-5	4	CC(C)CC(=O)NC(=S)Nc1nc(-c2ccccc2)cs1
2	2	2	5	5	0	-0.7	4	1	Cc1ccc(OCC(=O)NC2CCS(=O)(=O)C2)c([N+](=O)[O-])n1 (stereo unspecified)
-11	-12	8	-4	6	0	-1.2	-20	-3	CN1CCN(/C=N/c2c(C#N)cnn2-c2ccccc2)CC1
-13	-1	9	17	6	1	-0.9	-8	2	COC(=O)[C@H](Cc1ccccc1)NC(=O)N1CCN(Cc2ccccc2)CC1
-7	-2	9	-8	3	3	1.1	3	-3	Cc1ccn(CC(=O)NC2CCCN(Cc3ccc(CC(C)C)cc3)C2)n1 (stereo unspecified)
-5	-6	9	-5	-5	0	-1.4	1	2	CCc1ccccc1N(CC(=O)N1CCCCC1)S(=O)(=O)c1ccccc1
6	0	-1	0	-3	1	1.6	-4	6	COc1ccc(C2=NN(C(=O)c3cccnc3)C(c3ccccc3)C2)cc1 (stereo unspecified)
-10	-5	10	-51	7	3	10	-2	8	COc1ccc(/C=C/C2=CCN(Cc3ccc(OC)cc3)CC2)cc1
-3	1	-2	-30	1	1	-5.0	-2	3	Cc1cccc2cc(CN(Cc3nnnn3C3CCCC3)C3CCCCC3)c(=O)[nH]c12
0	1	0	-4	-5	4	0.1	5	2	Cc1cccc(N(CC(=O)NC2CCCC2)C(=O)CCC(=O)Nc2cc(C)on2)c1
12	-4	-1	10	-17	1	2.9	2	-2	COc1ccc(N2CCN(S(=O)(=O)c3ccc4c(c3)OCCO4)CC2)cc1
-2	0	6	6	-2	1	-1.2	-5	-2	O=C(COC(=O)Cc1ccc(F)cc1)NC1CCCC1
-6	-8	1	-15	-18	3	1.0	10	7	CCn1c(=N)n(CC(O)COc2ccc(C)cc2)c2ccccc21 (stereo unspecified)
-9	-17	10	8	0	1	-2.5	-3	4	CC(=O)c1sc2nsc(SCCN3CCCC3)c2c1N
-5	0	-4	-10	-1	1	-0.6	-1	6	CN(C)S(=O)(=O)c1ccc(Cl)c(NC(=O)COc2ccccc2[N+](=O)[O-])c1
-11	-8	4	3	5	2	0.1	1	5	CC(C)CCN1CCN(Cc2ccc(C(F)(F)F)cc2)CC1CCO (stereo unspecified)
-1	0	-8	12	-5	1	-0.7	10	nt	Cc1cccc(/C(N)=N/OC(=O)c2ccncc2)c1
10	-1	-2	25	-2	0	-1.2	4	3	CCc1c(C#N)c(SCCC(=O)Nc2ccc(OC)cc2)nc2c1C(=O)CC(C)(C)C2
-12	-14	8	37	1	-1	-0.4	-15	-1	CCN(C(=S)NCc1ccccc1)c1cccc2ccccc12
5	-2	-10	-4	1	3	-1.4	-3	1	CCOC(=O)CN(C(=O)CSc1nnc(CNc2ccc(F)cc2)o1)c1ccccc1
1	-1	8	1	-5	9	-1.0	-2	3	O=C(COc1ccccc1Cl)Nc1cccc(S(=O)(=O)NC2=NCCCCC2)c1
6	-3	-11	-11	-4	-2	-0.8	3	5	Cc1ccc(C(=O)c2cc3ccccc3o2)cc1
-2	0	0	-5	0	1	0.2	0	-3	COc1cc(NC(=O)c2cc(Cl)nnc2Cl)cc(OC)c1OC
-14	3	7	-11	13	12	-0.7	-10	2	CCCC1/C(=N/O)CC(c2ccccc2)NC1c1ccccc1 (stereo unspecified)
-17	-1	10	-11	3	0	1.0	3	1	COc1cccc(-c2ocnc2C(=O)Nc2ccc(N3CCOCC3)cc2N2CCOCC2)c1
-3	-4	0	7	-1	1	-0.3	-2	3	O=C1CCCN1c1cc(Cl)cc(Cl)c1
3	0	6	11	3	0	-1.2	-2	nt	COc1ccc(CC(=O)NCCc2ccc3c(c2)OCO3)cc1OC
-5	-1	7	10	1	0	-0.3	3	10	Cc1cccc(Oc2ccc(NC(=O)C3CC=CCC3C(=O)O)cc2)c1 (stereo unspecified)
-2	-1	14	-11	11	3	-1.1	0	4	Oc1ccccc1Cc1c(O)ccc2ccccc12
2	0	-2	21	-1	0	10	-7	7	O=C(CSCCc1ccccn1)Nc1ccccn1
0	-1	6	2	-6	-1	-3.7	1	8	Cc1ccc(NC(=O)COS(=O)c2ccc(C)cc2)cc1 (stereo unspecified)
7	0	-6	-22	-6	2	-1.9	5	9	CS(=O)c1ccccc1-c1nc(-c2ccc(Cl)cc2)no1 (stereo unspecified)
-6	0	-5	4	-1	0	-1.0	-5	0	O=C(NCc1ccco1)C1CCCCC1
4	3	-3	-1	-2	-1	1.8	-3	4	CC(C)Nc1nc2n(c(=O)n1)CCN2C(C)C
0	7	1	-1	-6	1	-2.0	2	5	Cc1csc(NC(=O)CS(=O)(=O)c2ccccc2)n1
9	-7	-2	9	-1	-2	1.2	-1	-7	CCC(=O)n1nc(NCc2ccccc2OC)nc1NCc1ccccc1OC
-6	-1	-7	-4	-4	2	8.9	8	5	OCCn1c(C(F)(F)F)nc2ccccc21
-8	-3	1	-11	11	0	-0.1	-3	-1	Cc1ccc(-c2nnc(Oc3cccc(C)c3)c3ccccc23)cc1
5	1	4	-4	-4	1	0.1	6	8	CCOc1ccccc1/C=N/Nc1nc2c(N)ncnc2n1[C@H]1O[C@@H](CO)[C@H](O)[C@@H]1O
-2	-3	-8	-23	2	0	13	-7	5	O=C(CN1CCN(S(=O)(=O)c2ccc3ccccc3c2)CC1)Nc1ccc2c(c1)CCC2
-7	-2	-9	15	-8	6	1.4	4	nt	O=C(CN1CCN(S(=O)(=O)c2ccc3c(c2)OCCO3)CC1)Nc1cccc(F)c1
-3	-2	0	1	-2	2	-0.4	1	-2	C/C(=N\NC(=O)CCc1ccc(S(=O)(=O)N2CCOCC2)cc1)c1ccc(OC(F)F)cc1
3	8	2	-11	2	6	-0.1	0	5	O=c1[nH]nc(Cc2ccc(Cl)cc2)c2ccccc12
13	1	-1	6	-2	0	-0.8	12	nt	Nc1nc(SCC(=O)c2c(N)n(C3CC3)c(=O)[nH]c2=O)n[nH]1
2	4	7	nt	2	2	nt	-3	nt	COc1ccc(C(O)c2nc(-c3cnn(C)c3)cs2)cc1 (stereo unspecified)
-5	1	14	-17	13	4	-0.1	-9	9	NS(=O)(=O)c1ccc(NC(=O)c2cc(-c3cccs3)nc3ccccc23)cc1
-4	1	3	21	8	0	1.0	-2	1	O=C(CSc1nc2cccnc2n1Cc1ccccc1)N1CCCC1
-8	-2	3	5	-4	6	4.5	-3	4	CCOC(=O)C1CCCN(CC(=O)Nc2nc(-c3ccccc3)cs2)C1 (stereo unspecified)
-7	1	10	-5	13	0	-1.1	-8	-1	CCOc1ccc(NC(=O)CN(C)C(=O)c2nc3nc(C)cc(C)n3n2)cc1OCC
